Screens as filed in PubChem.
Rin1 Abl inh = human Rin1-Abl interaction inhibition; P00519+Q13671; TR-FRET Rin1/Abl binding, biochemical; inhibition, % at 7.35 µM; 0.4% of 360,000 active; AID 588664; in the data active means inhibition above about 5%, passing the limit was not always enough
E coli Lon inh = inhibitors of E. coli Lon protease. P0A9M0. purified E. coli Lon protease, fluorescence polarization. inhibition, % at 7.94 µM. 0.42% of 360,000 active. AID 602123; in the data active means inhibition above about 13%, passing the limit was not always enough;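 further: 0% = enzyme with probe and DMSO and 100% = no enzyme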
Neddyl block = cullin neddylation inhibition. TR-FRET cullin neddylation, biochemical. calls only at 25 µM. 0.58% of 360,000 active; in the data active means inhibition above about 36%
MsrA act = activates bovine MsrA enzyme; activation, % at 10.6 µM; purified bovine MsrA, absorbance read-out; 0.3% of 360,000 active; AID 602163; in the data active means activation above about 7.5%;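 further: 0% = vehicle and 100% = reference activator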
MT1-MMP act inh = MT1-MMP (human) activation inhibition; GFP/RFP ratio change, % at 20 µM; 0.061% of 360,000 active; HT1080 RFP-PRO-GFP cells, GFP/RFP ratio fluorescence, overnight; percent of plate control window, DMSO zero; AID 651647; P50281;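 active means GFP/RFP ratio change of at least 30% with cell ATP level not reduced by more than half and red fluorescence within 50% of control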; further: strong numbers were not always called active
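Assay system: HT1080 RFP-PRO-GFP cells | Dosing: 20 µM single dose, 1% DMSO | Incubation: Cells overnight before dosing, compound overnight, 37 °C, 5% CO2 | Evaluation: GFP/RFP fluorescence ratio | Control set: DMSO-only wells and HT1080 RFP-L50D-GFP cell wells as references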
FAS TE block = FAS thioesterase (human) inhibition. P49327. recombinant FAS-TE, OMFH fluorogenic substrate, fluorescence endpoint. inhibition, % at 15 µM. 0.67% of 360,000 active. AID 602261;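 active means compounds whose normalised, plate-corrected inhibition of enzyme fluorescence in the single-dose primary screen is 50% or more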;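 further: 0% = DMSO with enzyme and 100% = substrate without enzyme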
NRP1-CendR mod = NRP-1/CendR interaction modulation; inhibition, % at 25 µM; 0.85% of 360,000 active; AID 602438; FAM-RPARPAR peptide binding to NRP-1, fluorescence polarization; O14786;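 active means inhibition or corrected inhibition above about 18%, plus a signal ratio from 0.5 to 1.5, limit read from the data, passing the limit was not always enough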; further: strong numbers were not always called active
SKN-1 inh = blocks SKN-1 activity in C. elegans; C. elegans VP596 Pgst-4::GFP/RFP ratio, acrylamide-induced, 24 h; inhibition, % at 21.8 µM; 0.49% of 360,000 active; AID 624304;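 active means interference check ratio from 0.5 to 1.5 plus GFP to RFP signal ratio inhibition reaching or exceeding a fixed threshold, cut at about 30% in these data, passing the limit was not always enough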; further: some compounds called inactive have numbers as strong as hits
MLLE-PAM2 inh = inhibitors of microRNA-mediated deadenylation, human PABP1 MLLE binding; GST-MLLE / FITC-PAM2 fluorescence polarization; inhibition, % at 20 µM; 0.36% of 360,000 active; P11940; in the data active means inhibition above about 35%, passing the limit was not always enough;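 further: plate controls were DMSO wells with GST-MLLE for no effect and wells lacking GST-MLLE protein for full effect; some results filed as inactive read as strong as hits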
Target sequence (P11940 whole entry, looked up): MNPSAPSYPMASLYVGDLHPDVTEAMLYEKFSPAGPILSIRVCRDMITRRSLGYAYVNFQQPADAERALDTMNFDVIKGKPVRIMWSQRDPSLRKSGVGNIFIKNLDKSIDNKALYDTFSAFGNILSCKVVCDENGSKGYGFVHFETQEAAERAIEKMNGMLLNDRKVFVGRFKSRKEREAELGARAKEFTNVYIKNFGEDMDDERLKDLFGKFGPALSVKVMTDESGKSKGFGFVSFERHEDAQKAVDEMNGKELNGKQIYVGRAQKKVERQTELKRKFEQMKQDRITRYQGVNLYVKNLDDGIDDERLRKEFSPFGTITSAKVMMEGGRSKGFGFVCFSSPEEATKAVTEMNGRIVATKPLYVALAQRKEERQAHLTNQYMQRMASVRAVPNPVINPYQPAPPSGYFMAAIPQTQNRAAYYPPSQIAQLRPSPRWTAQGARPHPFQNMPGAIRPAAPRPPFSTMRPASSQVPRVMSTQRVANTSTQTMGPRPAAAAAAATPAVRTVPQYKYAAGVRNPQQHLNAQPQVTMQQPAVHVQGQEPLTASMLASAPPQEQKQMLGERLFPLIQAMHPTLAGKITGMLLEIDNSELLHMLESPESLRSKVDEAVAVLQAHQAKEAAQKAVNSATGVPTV
* hit, by the source's call; i = inactive; · = not tested or not shown. The order is random. Share with any hit: about 4%.

SMILES	Rin1 Abl inh	E coli Lon inh	Neddyl block	MsrA act	MT1-MMP act inh	FAS TE block	NRP1-CendR mod	SKN-1 inh	MLLE-PAM2 inh
COc1cc(Br)ccc1C1CC(=O)C(C)C(c2ccc(Br)cc2OC)N1 (configuration not stated)	-4	3	i	-3	2	31	-5	-13	6
Cc1cccc(C)c1NC(=O)C1(C)CCC(=O)N1CCCn1ccnc1 (configuration not stated)	3	-13	i	-3	3	-10	12	2	9
O=C(O)c1nc2ccccc2nc1C(=O)O	-4	4	i	-1	5	-8	-21	15	12
Clc1ccc(CSc2nnc(-c3ccncc3)o2)cc1	0	-7	i	-5	-10	2	0	25	4
COc1cccc(NC2=NCC(=O)N2Cc2cccs2)c1	-3	0	i	0	-1	-4	-3	-1	16
CCOC(=O)[C@]12CCCC=C1N(Cc1cccc3ccccc13)C(=O)[C@H](CC(=O)NCCc1ccccc1OC)C2	·	-6	i	-7	-2	21	-9	23	·
CCOc1ccc(CN2CCN(c3ncnc4scc(-c5ccccc5)c34)CC2)cc1	-1	0	i	0	1	22	0	22	6
COc1ccc(-n2ncc3c(=O)n(CC(=O)OCc4ccccc4)cnc32)cc1	2	-5	i	-1	1	-6	-9	-4	-8
Cc1cc2cc(CNC(=O)CCC(=O)O)ccc2n1C	2	-4	i	-4	7	-4	4	38*	17
O=S(=O)(c1cccs1)N1CN(CC2CCCO2)c2nc3ccccc3nc21 (configuration not stated)	-3	9	i	-6	-3	-9	-8	1	0
O=C(COC(=O)c1cc(S(=O)(=O)N2CCOCC2)c(Cl)cc1Cl)Nc1ncc(C(F)(F)F)cc1Cl	2	-15	i	-2	-3	-5	3	-3	-9
Cc1cc(C)c(OCC(=O)Nc2ccccc2N2CCCCC2)c(C)c1	-1	3	i	1	-11	23	-2	-15	4
O=C1CCC(C(=O)N2CCCC(Nc3ccc(F)cc3)C2)=NN1 (configuration not stated)	2	-9	i	-3	-1	-6	15	-21	0
Cc1cccc2nc(CSc3nc4ccc([N+](=O)[O-])cc4[nH]3)c(Br)n12	-6	1	i	-4	0	31	-3	13	-50
O=C(C1CC=CCC1)N1CCCCCC1 (configuration not stated)	-1	4	i	-1	1	-6	-2	-8	2
COCCN(Cc1ccccc1)P(=O)(O)c1ccccc1OCC(=O)O	-2	-9	i	-10	0	-1	7	0	-6
CCc1noc(C)c1C(=O)Nc1ccc(F)c(F)c1F	2	-12	i	-5	-8	-4	-7	16	-5
CCOC(=O)C1(Cc2cccc(OC)c2)CCCN(Cc2ccc(NC(C)=O)cc2)C1 (configuration not stated)	-5	-8	i	-3	-8	-6	4	0	-8
Cc1ccc2cc(CN(CCN3CCOCC3)C(=O)NCc3ccccc3)c(=O)[nH]c2c1C	0	-2	i	-10	2	-3	-7	-16	-2
O=C(CCNC(=O)c1ccco1)Nc1ccccc1OC(F)F	0	-2	i	3	2	-8	7	10	-9
CC(C)CN(CCNC(=O)CN1C(=O)COc2ccc(S(=O)(=O)N3CCC(C)CC3)cc21)CC(C)C	2	-9	i	-2	-1	9	10	8	-4
O=C(NCC1CC1)c1ccc2sc([C@@H]3O[C@H](CO)[C@H](O)[C@H](O)[C@H]3O)nc2c1	2	4	i	-2	0	-8	-14	4	8
COc1ccc(NC(C)=O)cc1S(=O)(=O)N(C)Cc1c(C)nn(-c2ccccc2)c1C	1	0	i	-4	-1	-4	1	4	-2
Cc1cccc(Cc2c(C)[nH]c(=O)c(C#N)c2C)c1	0	1	i	-2	-1	-7	9	-4	5
O=C(C[n+]1ccccc1)N1CCCc2ccccc21	3	6	i	0	4	-3	3	0	-7
CCn1ccc(C(=O)Nc2ccccc2SC)n1	-4	-7	i	-10	-2	-13	6	-7	5
COc1ccc(NC(=S)NCCN2CCC(C)CC2)cc1	-1	-3	i	-2	2	-2	-7	0	-41
O=C(NC1CCCC1)c1cc(S(=O)(=O)N2CCOCC2)c(Cl)cc1Cl	2	6	i	0	-2	-4	18	9	-9
O=S(c1ccccc1)c1ccccc1	1	0	i	-10	-1	-4	-4	3	6
CCOc1ccc(NC(=O)CN(C)C(=O)c2cc(-c3ccncc3)nc3ccccc23)cc1OCC	1	1	i	-3	-3	-2	-8	4	4
CCN1CCN(c2cc(C)c3cc(NC(=S)NCCCN4CCc5ccccc5C4)ccc3n2)CC1	-4	-2	i	1	1	-6	-10	-5	-15
CCOc1ccccc1C1NC(=O)CCC1[N+](=O)[O-] (configuration not stated)	-1	-9	i	-3	-2	-5	7	-10	4
COc1ccc(-c2cn3c(C)c(C(=O)N4CCN(c5ccccc5F)CC4)sc3n2)cc1	-2	-5	i	0	-7	16	-15	9	-20
CCCNC(=O)c1ccc(N2CCC3(CC2)CC(c2ccccc2)=NO3)c(NC(=O)c2cccc(C)c2)c1	-1	-10	i	6	-1	36	5	-10	5
CC(C)Cc1nnc(NC(=O)c2ccc([N+](=O)[O-])cc2)s1	0	11	i	2	-1	9	11	4	-21
COc1ccc(-c2cc(C(F)(F)F)n3ncc(C(=O)N4CCCCC4c4cccnc4)c3n2)cc1 (configuration not stated)	1	4	·	-9	-6	16	10	8	0
Cc1ccc(S(=O)(=O)N2CCN(C(=O)COc3ccc(C)nc3[N+](=O)[O-])CC2)c(C)c1	3	3	i	-5	0	6	7	11	4
Cc1c(C(=O)NN)[nH]c2ccc([N+](=O)[O-])cc12	-1	-3	i	-4	-4	0	0	26	-10
COc1ccc(OC)c(S(=O)(=O)N2CCC(C(=O)NCc3ccccn3)CC2)c1	2	11	i	-3	-1	-5	2	1	11
CN1CCN(c2nc3ccccn3c(=O)c2C=O)CC1	0	-1	i	-5	0	-4	9	-1	-10
CSc1nccc(Nc2ccccc2)c1C#N	1	-2	i	-10	-2	4	7	-20	-13
O=C(CC(c1ccc(F)cc1)c1ccco1)N1CCOCC1 (configuration not stated)	0	-4	i	-9	2	-10	-16	10	0
O=C(Nc1cccc(OCC(=O)N2CCOCC2)c1)c1cccc([N+](=O)[O-])c1	2	-5	i	-2	-1	-2	11	3	8
CCCCCCCCCOC1OC(CO)C(O)C(O)C1NC(C)=O (configuration not stated)	0	4	i	-1	-3	-6	5	1	-8
Cc1ccc(S(=O)(=O)N2[C@@H](c3ccc(Br)cc3)C(C(=O)O)=CC[C@H]2c2ccc(Cl)c(Cl)c2)cc1	-4	-7	i	-1	-4	50	-54	27	-5

One compound at a time, from the list above. Order of values: Rin1 Abl inh | E coli Lon inh | Neddyl block | MsrA act | MT1-MMP act inh | FAS TE block | NRP1-CendR mod | SKN-1 inh | MLLE-PAM2 inh
Results for CCN1CCN(c2cc(C)c3cc(NC(=S)NCCCN4CCc5ccccc5C4)ccc3n2)CC1 : -4 | -2 | i | 1 | 1 | -6 | -10 | -5 | -15
Results for Cc1ccc(S(=O)(=O)N2CCN(C(=O)COc3ccc(C)nc3[N+](=O)[O-])CC2)c(C)c1 : 3 | 3 | i | -5 | 0 | 6 | 7 | 11 | 4
Results for CC(C)Cc1nnc(NC(=O)c2ccc([N+](=O)[O-])cc2)s1 : 0 | 11 | i | 2 | -1 | 9 | 11 | 4 | -21

Carrying on.
SMILES	Rin1 Abl inh	E coli Lon inh	Neddyl block	MsrA act	MT1-MMP act inh	FAS TE block	NRP1-CendR mod	SKN-1 inh	MLLE-PAM2 inh
O=C(O)c1ccc2c(c1)OCCCO2	-1	3	i	-2	8	-6	4	2	2
Cc1ccc(OC(=O)C23CC4CC(CC(C4)C2)C3)c(C)n1	-2	6	i	-7	0	5	4	-7	11
C/C(=N\Nc1nnc2c3ccccc3n(C)c2n1)c1ccc(C)o1	-9	7	i	-3	4	-7	-5	0	2
N/C(=N\NS(=O)(=O)c1ccccc1C(F)(F)F)c1ccccn1	1	-11	i	-4	1	-6	0	-15	-5
COc1ccccc1N1CCN(C(=O)CCN2C(=O)c3cccc4cccc(c34)C2=O)CC1	5	-4	i	-3	-4	4	-1	6	-8
CC(C)c1cccc(C(C)C)c1OC(=O)NC(=O)c1c(F)cccc1F	0	6	i	-1	-6	16	15	7	-8
CCn1cc(Br)c(C(=O)N2CCN(c3ccccc3)CC2)n1	1	2	i	-1	4	-4	7	10	0
Cc1nc(C(=O)N(C)C)nn1-c1ccc([N+](=O)[O-])cc1	3	-8	i	-7	0	-4	-1	-1	-7
Cc1[nH]nc(SCC(=O)N2CCCCC2)c1[N+](=O)[O-]	-4	-7	i	-3	-1	-1	2	-13	15
CCOC(=O)c1cc2c(n(-c3ccc(Cl)cc3)c1=O)CCCC2=O	1	-5	i	-3	1	-8	16	9	15
Cc1nn(C(C)C(=O)N2CCOCC2)c(=O)c2nn(-c3ccccc3)c(C)c12 (configuration not stated)	-3	-2	i	-5	-3	-9	2	1	1
CCC(CC)C(=O)Nc1cc(=O)n(C)c(=O)n1C	-4	-3	i	-1	4	-4	-2	2	-2
COC(=O)C1=CN(c2ccc(F)cc2)C(N)=C(C#N)C1c1ccc(-c2ccccc2)cc1 (configuration not stated)	·	·	i	·	0	·	11	6	·
C#CC(C)(C)NC(=O)CSc1nc2c(c(=O)n(C)c(=O)n2C)n1CCCC	1	2	i	-2	0	-2	-3	-7	13
Cc1ccc(S(=O)(=O)Cn2nnnc2C(c2ccc(F)cc2)N2CCCCC2)cc1 (configuration not stated)	1	-6	i	1	-7	28	1	-2	-3
O=C(COC(=O)c1c2c(nc3ccccc13)CCCC2)c1cccs1	4	-2	i	-2	-1	26	-4	2	1
COc1ccc(CCNC(=O)c2cc(C(=O)c3cc(Cl)ccc3O)cn(CCc3ccc(OC)cc3)c2=O)cc1	-1	-17	i	1	4	33	-17	15	-5
COc1ccc(C(O)c2ncc(-c3ccccc3)[nH]2)cc1F (configuration not stated)	-1	-7	i	-3	2	-5	14	11	-8
CN(C)S(=O)(=O)c1cccc(NC(=O)c2n[nH]c(=O)c3ccccc23)c1	-3	1	i	-2	0	-1	-12	4	18
COC(=O)CSc1nnc(-c2ccccn2)n1N	-2	9	i	-2	-3	-6	8	14	-1
CCOC(=O)c1csc(NC(=O)C2CCCCC2)n1	1	2	i	-3	-16	-2	-9	5	8
COc1ccc(Cl)c(NC(=O)Cn2nnc(-c3ccccc3N)n2)c1	1	5	i	-2	8	21	-9	1	-2
CCCNC(=O)c1cc(-c2ccccc2)c(N2CCCCC2)s1	3	-12	i	-1	-3	3	6	-16	-9
Cc1c(/C=C/C(=O)c2ccc(Cl)s2)cnn1C	3	-2	i	0	2	-3	-3	25	9
Cc1ccc(NC(=O)c2cccs2)cc1NC(=O)c1cccnc1	-2	2	i	-2	1	-5	-14	10	12
Cc1nn(C(C)(C)C)c(NC(=O)c2ccc(Cl)cc2)c1Br	0	-7	i	7	1	-2	9	14	2
Cc1ccc(-n2c(C)cc(C(=O)COC(=O)c3ccc[nH]c3=O)c2C)cc1C	1	-8	i	-8	3	-7	1	6	-7
CN1C(=S)SC(N(O)C(=O)Nc2ccc(Cl)c(Cl)c2)C1(C)C (configuration not stated)	-1	-2	i	-8	3	-63	-5	-13	17
CCOC(=O)c1c(NC(=O)c2ccccc2)sc2c1CCc1ccccc1-2	2	-5	i	-5	0	30	17	1	43*
CCCC1Nc2ccc(C(=O)O)cc2C2C=CCC12 (configuration not stated)	3	13	i	3	-2	-7	17	10	28
COc1ccccc1NC(=O)COc1ccccc1	2	-10	i	-11	-2	-6	-6	-11	8
Cc1ccc(S(=O)(=O)n2cnc3ccccc32)c(C)c1	-6	2	i	-2	8	-4	-1	9	2

Records listed above that bear a hit mark in SKN-1 inh.
| SMILES | Rin1 Abl inh | E coli Lon inh | Neddyl block | MsrA act | MT1-MMP act inh | NRP1-CendR mod | SKN-1 inh | MLLE-PAM2 inh |
| --- | --- | --- | --- | --- | --- | --- | --- | --- |
| Cc1cc2cc(CNC(=O)CCC(=O)O)ccc2n1C | 2 | -4 | i | -4 | 7 | 4 | 38* | 17 |
